# NCI-60 one-dose screen, 48 h, at 10 µM unless noted. Numbers give growth in % (100 = growth as untreated, 0 = no growth, -100 = all killed).
# MDA-MB-231: MDA-MB-231 breast cancer; actives 5% (n = 81,000); AID 1794789
# BT-549: BT-549 breast cancer | actives 4.4% (n = 78,000)
# MCF7: MCF7 breast cancer. AID 1794796. actives 6.3% (n = 82,000)
# HS 578T: HS 578T breast cancer; actives 4.1% (n = 78,000); AID 1794788
# K-562: K-562 leukemia. actives 7.4% (n = 78,000)
# MDA-MB-468: MDA-MB-468 breast cancer | actives 8.5% (n = 78,000) | AID 2202374
# SR: SR leukemia cells; AID 1794780; actives 8.7% (n = 73,000)
# T-47D: T-47D breast cancer | actives 5% (n = 79,000)
# Numbers without * were called inactive; . = no result given; & = joins results of further samples; ! = a repeat was not active. Rule for the calls: active = growth percent below 10; inactive = the rest.
Molecule	MDA-MB-231	BT-549	MCF7	HS 578T	K-562	MDA-MB-468	SR	T-47D
C=C(CN)[C@@H]1CC[C@]2(CO)CC[C@]3(C)[C@H](CC[C@@H]4[C@@]5(C)CCCNC(C)(C)[C@@H]5CC[C@]43C)[C@@H]12	110	86	88	72	35	74	76	78
Fc1ccc2c(-c3cncn3Cc3ccc(I)cc3)c[nH]c2c1	88	98	85	93	66	82	84	78
Oc1c(Cl)cc(Cl)c2ccc(CN3CCCCC3)nc12	40	89	29	66	22	29	19	48
COC(=O)C(=O)C1CSC2=C(CS(=O)(=O)c3ccccc32)C1=O (configuration not stated)	106	98	99	122	99	113	99	97
c1ccc(CCc2ccccn2)cc1	103	107	96	116	110	107	96	104
CCOC(=O)c1c(O)cc(-c2ccccc2)cc1-c1sc(N(C)Cc2ccccc2)nc1Cl	103	43	94	89	93	111	93	94
O=C1CC2CC1C(C(=O)O)C2C(=O)O (configuration not stated)	99	102	101	96	97	88	111	107
O=[N+]([O-])c1ccc(N/N=C\c2cc(Br)ccc2O)nc1	24&11	26	14&13	61&39	-3.7*!	-14*	3.1*!	33&16
COc1cc(/C=C2\C(=O)N(c3c(Cl)cccc3Cl)c3ccccc32)cc(OC)c1O	72	33	25	40	8.6*	57	3.8*	52
CC(=O)Oc1ccc2c(C)cc(=S)oc2c1OC(C)=O	103	124	96	87	.	94	.	94
C=CC(=O)Nc1ccccc1	116	103	86	110	99	113	96	101
CC1C(O)CC2CC3OC3(C)CCC3OC3(C)CCC1C2(C)C (configuration not stated)	111	126	97	101	108	98	.	104
N#Cc1c(-c2cccnc2)nc(N=Nc2c(O)[nH]c3ccccc23)[nH]c1=O	102	102	101	100	105	99	102	104
COc1ccc(-c2nn(-c3cccc(Cl)c3)cc2-c2nc(N)[nH]c(=O)c2C#N)cc1	63	64	51	77	28	74	19	59
CC1=C(CCN2CCN(c3ccccc3)CC2)C(=O)N2N=C(c3ccccc3)OC2N1 (configuration not stated)	92	95	89	94	83	89	68	95
CC(C)CNC(=S)N/N=C/c1ccc(N(C)C)cc1	102	109	93	94	70	104	73	86
Oc1ccccc1-c1nn(-c2ccccc2)cc1-c1nc2ccccc2o1	79	100	67	92	89	90	86	104
Oc1ccccc1CNCc1ccccc1	114	110	94	.	104	114	100	104
COC(=O)C(Cc1ccccc1)N1CC(=O)N2[C@@H](c3ccccc3)SC[C@H]2C1=O (some centres not stated)	123	109	105	108	105	105	103	108
O=C1OC(=O)C2C3CCC(O3)C12 (configuration not stated)	95	115&94	109&88	102	109&91	123&127	103&83	115&98
COc1ccc(-c2[nH]c3ccccc3c2/C=C(\C#N)S(=O)(=O)c2ccccc2)cc1	31	80	6.4*	24	34	.	1.9*	67
COc1ccc(CSc2nc3ccc(C)cc3c(=O)n2Cc2ccccc2)cc1	100	110	96	106	106	109	92	93
CO[C@@H]1[C@H](O)c2coc3c2[C@@](C)(c2ccc4c(c2C3=O)CCC4=O)[C@@H]1O	95	88	87	79	96	88	82	76
COc1ccc(C2=Nc3c(N)ncnc3NC(c3cccc(Nc4ccnc5cc(C(F)(F)F)ccc45)c3)C2)cc1 (configuration not stated)	46	81	30	55	15	47	5.1*	62
C/C=C/C(=O)OC1CCCC1	115	97	105	95	105	108	97	.
CC(NC(=O)OC(C)(C)C)C(=O)NC(Cc1ccccc1)C(=O)NCC(=O)Oc1c(Cl)c(Cl)c(Cl)c(Cl)c1Cl (configuration not stated)	106	95	94	107	98	105	91	81
CCCCCCCCCCCCNc1ncnc2[nH]ncc12	69	63	59	92	49	56	9.7*	63
COc1cc(OC)c2sc(-c3ccc(-n4cncc4-c4ccc(N)cc4)cc3)nc2c1	87	82	63	103	60	67	68	61
C#CCOCC1CN(c2ccccc2)C(=O)O1 (configuration not stated)	109	138	114	93	97	107	101	100
O=C1NC(c2ccc(Cl)cc2)(c2ccc(Cl)cc2)C(=O)N1Cl	84	95	97	102	110	80	95	86
COc1ccc(-c2cc(-c3ccc(Cl)cc3)nc(SCCCC(=O)NO)n2)cc1	1.6*	26	0.3*	38	7.4*	-56*	23	8.2*
CC(=O)OCC1O[C@@H](OC(C)=O)[C@@H](NC(=O)NS(=O)(=O)c2ccc(Cl)cc2Cl)C(OC(C)=O)[C@@H]1OC(C)=O (some centres not stated)	114	101	105	110	99	101	95	.
O=C(NN1C(=O)CSC12CCC(c1ccccc1)CC2)C1CC1 (configuration not stated)	98	104	.	118	117	96	.	88
Cc1nc(C#N)c(NCc2ccccc2O)o1	102	107	95	94	92	106	95	102
CN1CCN(c2nc(-c3csc(-c4ccncc4)n3)cc3ccccc23)CC1	63	83	68	66	11	26	-18*	56
CCOC(=O)C(=O)CC(C)=O	.	105	100	105	103	104	93	.
CC(=O)c1sc(/N=C2\NC(=O)/C(=C/c3cn(Cc4ccccc4)c4ccccc34)S2)nc1C	109	92	87	116	101	105	111	90
CC(O)Cc1c[nH]c(=O)[nH]c1=O (configuration not stated)	112	105	89	103	126	121	94	-19*
COc1ccc(Cc2c(N)noc2N)cc1	118	104	90	.	94	102	93	102
CC1=NC2=NN3C(=NN2C(c2ccccc2)=C1)N=NC(c1ccc(Br)cc1)=C3c1ccc(Br)cc1	96	115	94	105	97	105	102	108

# Copied from the list.
# `C=C(CN)[C@@H]1CC[C@]2(CO)CC[C@]3(C)[C@H](CC[C@@H]4[C@@]5(C)CCCNC(C)(C)[C@@H]5CC[C@]43C)[C@@H]12` in MDA-MB-231 shows 110
# `c1ccc(CCc2ccccn2)cc1` in K-562 shows 110
# `CC(O)Cc1c[nH]c(=O)[nH]c1=O` (configuration not stated) in T-47D shows -19*
# `CC1=C(CCN2CCN(c3ccccc3)CC2)C(=O)N2N=C(c3ccccc3)OC2N1` (configuration not stated) in T-47D shows 95
# `COc1ccc(C2=Nc3c(N)ncnc3NC(c3cccc(Nc4ccnc5cc(C(F)(F)F)ccc45)c3)C2)cc1` (configuration not stated) in T-47D shows 62

# Further entries.
Molecule	MDA-MB-231	BT-549	MCF7	HS 578T	K-562	MDA-MB-468	SR	T-47D
O=C1N=C2[C@@H]3CCCN3C(=O)c3ccccc3N2C(=O)C1c1ccccc1 (some centres not stated)	110	97	94	95	119	105	103	92
COc1ccc(-c2nc3ccc(C(=O)N=Nc4c(O)[nH]c5ccc([N+](=O)[O-])cc45)cc3[nH]2)cc1	96	133	106	112	.	100	.	103
CC(=O)C1(O)CCCCC1	122	89	99	112	.	110	.	80
COc1ccc(/C=C2\NC(=S)NC2=O)cc1	95	105	100	.	117	102	110	86
Nc1cccc(F)c1	113	98	113	113	117	97	131	115
CCC1=C(C)C(=O)[C@H](C)[C@@H](C(C)[C@@H]2OC(CC)=C(C)C(=O)[C@@H]2C)O1 (some centres not stated)	88	116	80	114	63	.	83	128
COc1ccc(-c2cc(-c3nnc(SCC(=O)Nc4ccc(/C(C)=N\O)cc4)n3-c3ccccc3)c3ccccc3n2)cc1OC	109	108	85	106	91	101	.	77
CC(c1cc(Cl)ccc1O)c1cc(Cl)ccc1O	44	45	20	11	29	6.9*	53	90
COc1cc(C)cc2oc3oc(=O)c(C(=O)c4cc5ccccc5o4)cc3c(=O)c12	85	98	102	100	106	108	100	.
CCCCN1CCN(c2ccc3nc(-c4ccc5nc(-c6cc(OC)ccc6OC)[nH]c5c4)[nH]c3c2)CC1	110	96	82	95	76	112	73	93
COc1ccc(OC)c(/C=C/c2nc3ccccc3c(=O)n2-c2ccc(C#Cc3ccc4cc(OC)ccc4c3)cc2C)c1	110	114	99	111	90	108	94	90
COc1cc(-c2nc3ccccc3s2)ccc1OCc1nc2n(n1)S(=O)(=O)c1ccccc1N2C	85	80	91	49	71	.	27	85
CCOC(OCC)c1cnc2nc(NC(C)=O)[nH]c(=O)c2n1	104	112	96	102	104	109	100	100
c1ccc2c([C@H]3CC[C@H](c4c[nH]c5ccccc45)c4[nH]c5ccccc5c43)c[nH]c2c1	68	89	54	103	77	98	73	55
CC(N)c1ccc(Cl)cc1 (configuration not stated)	97	96	99	93	90	106	96	122
O=C(Nc1ccc(I)cc1F)c1cc(Br)ccc1O	-21*	.	2.5*	-3.5*	8.5*	-2.6*	.	-9.1*
COc1ccccc1NC(=O)c1cccc(C2CCc3c(cc(OC)c(OC)c3OC)O2)c1 (configuration not stated)	89	85	90	84	69	82	72	68
COc1cc2c(c(OC)c1OC)C1(CCCO1)c1cc3c(c(OC)c1-2)OCO3 (configuration not stated)	108	101	93	93	102	92	92	94
Oc1ccc2ccccc2c1N=Nc1nccs1	29	.	17	213	10	-49*	-10*	15
Cc1cc2c(cc1C)C(=O)c1ccccc1C2=O	97	118	100	110	.	110	92	93

# Copied from the entries so far for reference:
Molecule	MDA-MB-231	BT-549	MCF7	HS 578T	K-562	MDA-MB-468	SR	T-47D
C=C(CN)[C@@H]1CC[C@]2(CO)CC[C@]3(C)[C@H](CC[C@@H]4[C@@]5(C)CCCNC(C)(C)[C@@H]5CC[C@]43C)[C@@H]12	110	86	88	72	35	74	76	78
Fc1ccc2c(-c3cncn3Cc3ccc(I)cc3)c[nH]c2c1	88	98	85	93	66	82	84	78
Oc1c(Cl)cc(Cl)c2ccc(CN3CCCCC3)nc12	40	89	29	66	22	29	19	48
COC(=O)C(=O)C1CSC2=C(CS(=O)(=O)c3ccccc32)C1=O (configuration not stated)	106	98	99	122	99	113	99	97
c1ccc(CCc2ccccn2)cc1	103	107	96	116	110	107	96	104

# (listing goes on)
Molecule	MDA-MB-231	BT-549	MCF7	HS 578T	K-562	MDA-MB-468	SR	T-47D
CCOC(=O)c1[nH]c(C)c(Br)c1C	105	98	96	107	97	90	76	94
CCN(CC)CCOc1ccc(C(=C(C)Cc2ccc(OC)cc2)c2ccc(OCCN(CC)CC)cc2)cc1	55	.	-34*	73	-4.2*	-25*	-27*	64
COc1ccc(C(=O)COc2ccc(NC(=O)Nc3ccc(Cl)c(C(F)(F)F)c3)cc2)cc1	35	38	17	53	37	-15*	7.7*	12
CS(=O)(=O)c1cccc(-c2c(-c3cccc(OCCc4ccc(F)cc4)c3)nc3sccn23)c1	59	102	83	77	71	89	69	63
O=C(CCc1nnc2sc(-c3ccc(O)cc3)nn12)c1nc2ncccc2[nH]1	81	100	87	91	103	111	83	84
Cn1c(=O)[nH]c(=O)c2nc(CCC(=O)Nc3ccccc3)c(=O)[nH]c21	112	95	95	94	106	97	111	97
CCCCC(=O)C1CCCC1	107	110	91	.	110	103	97	105
O=C(Cc1c(-c2cccc([N+](=O)[O-])c2)n(-c2ncnc3c2c(-c2ccccc2)c(-c2ccccc2)n3Cc2ccccc2)[nH]c1=O)c1ccc(Cl)c(Cl)c1	37	64	25	20	18	-10*	60	0.8*
CCOC(=O)c1cnn2c1NC=C(C(=O)c1ccccc1O)C2C(C)C (configuration not stated)	107	93	92	95	97	92	93	73
Nc1ncnc2c1ncn2C1O[C@H](COP(=O)(O)O)[C@@H](O)[C@H]1O (some centres not stated)	103	96	98	112	100	110	102	101
O=C(Oc1ccc(Cl)cc1[N+](=O)[O-])Oc1ccc(Cl)cc1[N+](=O)[O-]	126	119	103	104	90	114	82	115
C=CCn1c(SCC(=O)Nc2ccc(C(C)=O)cc2)nnc1-c1cc(-c2ccc(S(N)(=O)=O)cc2)nc2ccccc12	89	88	85	99	91	104	88	82
Nc1no[n+]([O-])c1-c1csc(-n2nc(-c3ccccc3)cc2-c2ccccc2)n1	97	101	92	91	96	93	84	95
COc1ccc(C(=O)NNc2nccc(Nc3ccc(S(=O)(=O)Nc4ccncc4)cc3)n2)cc1	97	109	88	107	105	95	94	96
CCCCCCCCCCCCCC[n+]1cccc(C(N)=O)c1	-23*	-50*	39	.	9.0*	-60*	-26*	50
CN(C)C(=S)SCc1cc(Cl)cc(Cl)c1O	108	.	78	94	65	95	93	69
CC1=Nc2cc(C)c(C)cc2NC(=O)C1	122	114	98	116	110	105	116	104
CCCNC(=O)Oc1ccc(/C(=C(/C)Cc2ccc(OC)cc2)c2ccc(OCCN3CCCC3)cc2)cc1	58	83	25	58	-12*	69	-20*	37
Fc1cccc(CNc2nc(SCCN3CCOCC3)nc3c2cnn3CC(Cl)c2ccc(Br)cc2)c1 (configuration not stated)	6.6*	.	7.4*	19	-4.6*	3.4*	-18*	1.0*
COc1nc2ccc(OC(C)C)cc2cc1-c1nc2c(cnn2-c2ccc(Br)cc2)c(=O)[nH]1	101	84	90	78	94	94	.	97
ClCC[n+]1ccccc1	110	109	103	123	.	106	100	96
Cc1ccc(S(=O)(=O)Nc2ccc(C3=NNC(c4cccc(C)c4)C3)cc2)cc1 (configuration not stated)	93	95	95	87	98	114	86	107
Cc1ccccc1NC(=O)/C(=N/N1C(=O)SCC1=S)N1CCOCC1	100	100	96	102	99	104	97	100
CCCC(C)CC(C(=O)OCC)C(=O)OCC (configuration not stated)	125	114	99	.	100	105	108	87
CC(C)(C)n1cc(-c2ccnc(NCCCNS(=O)(=O)c3ccc(C(F)(F)F)cc3)c2)c(-c2cccc(O)c2)n1	1.4*	.	1.1*	23	3.0*	12	-7.6*	31
CN(CCCC(=O)NO)CCC(=O)Nc1ccccc1	99	95	91	99	103	80	107	105
CCOC(=O)c1csc(NC(=O)c2ccc(Nc3ccc([N+](=O)[O-])cc3C)c([N+](=O)[O-])c2)n1	112	98	93	92	105	104	117	90
Cc1ccc(N2CCN(C(=S)c3cccs3)CC2)cc1	97	74	89	124	89	89	.	86
O=S(=O)(NCCNc1nccc(-c2c(-c3ccc(F)c(O)c3)nc3sccn23)n1)c1ccc(F)cc1	25	50	17	27	15	29	1.2*	36

# Grouped by structure, the entries above containing a tert-butyl group (two)
Molecule	MDA-MB-231	BT-549	MCF7	HS 578T	K-562	MDA-MB-468	SR	T-47D
CC(NC(=O)OC(C)(C)C)C(=O)NC(Cc1ccccc1)C(=O)NCC(=O)Oc1c(Cl)c(Cl)c(Cl)c(Cl)c1Cl (configuration not stated)	106	95	94	107	98	105	91	81
CC(C)(C)n1cc(-c2ccnc(NCCCNS(=O)(=O)c3ccc(C(F)(F)F)cc3)c2)c(-c2cccc(O)c2)n1	1.4*	.	1.1*	23	3.0*	12	-7.6*	31
